Xi reactivation: reactivates the inactive X chromosome in mouse fibroblasts; XiGFP mouse fibroblasts, % GFP-positive cells imaging, 3 d; cells co-treated with 5-aza-dC sensitizer; scaled so ellipticine positive control = 100%; activation, % at 7.58 µM; hit rate 0.055% among 360,000;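 active = mean normalized replicate activation at least 10% and every replicate at or above 10%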;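 also: 0% = median of on-plate neutral control wells and 100% = ellipticine 6 µM median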
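assay system = SV40-immortalized XiGFP fibroblast cells, line 68-5-11 | buffer or medium = DMEM plus 5-aza-dC sensitizer | doses = single-point pinned compound dosing | times = 3-day compound exposure, then 15 min fixation at room temperature | benchmarks = positive control ellipticine, 6 µM final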
S100A4 MyoIIA: inhibitors of human S100A4 binding to myosin IIA peptide | S100A4/TAMRA-MyoIIA peptide fluorescence polarization | hit rate 0.14% among 360,000 | inhibition, % at 10.7 µM;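 active = mean inhibition of at least 70% across replicates, with every replicate also reaching that level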
Target sequence (P26447 whole entry, looked up): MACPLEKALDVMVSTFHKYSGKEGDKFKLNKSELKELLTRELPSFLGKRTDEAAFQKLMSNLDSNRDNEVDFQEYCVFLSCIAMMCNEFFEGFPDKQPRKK
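Test system: S100A4 monomer protein. Medium: HEPES buffer with Ca2+, pH 7.2. Reagent: fluorescent myosin IIA peptide, 5 nM. Compound dosing: single-point compound testing. Timing: 5 min between mix addition and reading. Benchmarks: DMSO neutral and TFP positive wells.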
Statin myotox sup: protects C2C12 myotubes from simvastatin toxicity. hit rate 0.78% among 330,000. rescue of ATP level, % at 7.49 µM. ATP luminescence, 48 h; scaled: DMSO 0, geranylgeraniol control 100;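 active = mean ATP rescue above about 67%, or every replicate alone reaching that limit, limit read from the data, passing the limit was not always enough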;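 also: myotubes were challenged with 10 µM simvastatin during compound exposure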
Cneo AK release: causes C. neoformans cell lysis. hit rate 0.2% among 360,000. adenylate kinase release luminescence, 4 h; normalised: neutral wells 0, clomiphene wells 100. lysis activity, % at 15 µM;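 active = mean lysis activity across replicates of at least 80%, whatever share of replicates individually reach that level; inactive = mean lysis activity below 80%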
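Material – Cryptococcus neoformans yeast cells · Quantity – 5 × 10^6 yeast cells/mL · Buffer or medium – YPD medium · Compound – single dose · Timing – 4 h static compound exposure, 37 °C, read 1 h post-reagent · Signal – adenylate kinase release luminescence · Read-out basis – lysis from increased AK signal · Benchmarks – Clomiphene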
SIRT5 inh: sirtuin-5 (human) deacylase inhibition; hit rate 1.1% among 330,000; AID 652115; Purified SirT5, succinyl-peptide AMC, trypsin-coupled fluorescence; inhibition, % at 15 µM; Q9NXA8; in the data active = inhibition above about 15%
Target sequence (Q9NXA8 whole entry, looked up): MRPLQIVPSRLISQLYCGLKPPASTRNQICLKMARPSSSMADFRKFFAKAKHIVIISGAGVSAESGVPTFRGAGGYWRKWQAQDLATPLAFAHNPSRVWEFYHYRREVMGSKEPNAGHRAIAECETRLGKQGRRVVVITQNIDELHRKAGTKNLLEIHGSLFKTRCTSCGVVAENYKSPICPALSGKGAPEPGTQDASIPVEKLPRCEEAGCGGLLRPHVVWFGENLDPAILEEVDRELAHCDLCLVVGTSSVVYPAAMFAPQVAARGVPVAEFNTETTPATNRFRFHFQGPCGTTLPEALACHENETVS
ERAP1 inh: ERAP1 (human) enzyme inhibition; hit rate 0.15% among 340,000; inhibition, % at 10.7 µM; Q9NZ08; recombinant ERAP1, Leu-AMC fluorescence, 60 min;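 active = mean replicate inhibition of at least 30%, or all replicates individually reaching that 30% level; inactive = mean below 30% and not every replicate reaching it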;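 also: 0% = neutral control wells and 100% = L-leucinethiol positive control wells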
PGC1a acetyl inh: lowers PGC1a acetylation signal in U2OS cells; AlphaScreen anti-acetyl-lysine; with virally co-expressed GCN5 acetyltransferase; inhibition, % at 15.6 µM; hit rate 0.17% among 350,000; AID 651687;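 active = every replicate shows inhibition of at least 40%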;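 also: 0% = neutral control wells and 100% = positive control wells; some results beyond the cut were filed as inactive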
LGR2 antag: Drosophila LGR2 receptor signaling inhibition; inhibition, % at 9.99 µM; hit rate 0.35% among 380,000; HEK293 LGR2, CRE-luciferase, bursicon-stimulated, 4 h;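 active = drop in luminescence signal, shown as inhibition above about 50% in the replicate tests, limit read from the data, passing the limit was not always enough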;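 also: agonist challenge used bursicon conditioned medium at about half maximal strength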
Active calls of the source: *; / = no result given; & = joins results of further samples.

SMILES	Xi reactivation	S100A4 MyoIIA	Statin myotox sup	Cneo AK release	SIRT5 inh	ERAP1 inh	PGC1a acetyl inh	LGR2 antag
COc1ccccc1CCNC(=O)c1cccc(NC(=O)CC2SC(N3CCCCC3)=NC2=O)c1 (configuration not stated)	0.0	-1.2	0.3	-0.2	-1.1	-6.1	/	-4.1
O=C(CCCN1C(=O)/C(=C/c2cccs2)SC1=S)NNC(=O)c1cccnc1	-0.2	-6.0	13.2	-5.6	-5.6	-1.8	0.4	-5.5
C#CCOCCOCCOCCNc1nc(N2CCN(C(=O)Cn3cc(CCCN=C(N)N)nn3)CC2)nc(N2CCN(C(=O)[C@H]([C@@H](C)CC)n3cc(CCCCN)nn3)CC2)n1	0.0	-1.3	1.0	-0.5	/	-5.9	-2.4	-7.4
CC(C)CN(CCNC(=O)CN1C(=O)CSc2ccc(S(=O)(=O)N3CCOCC3)cc21)CC(C)C	0.7	9.5	/	/	-3.2	-4.9	/	-3.1
O=C(O)COc1c(-c2ccco2)oc2ccccc2c1=O	0.0	37.0	/	/	-0.5	2.5	/	-13.6
Cc1ccc(S(=O)(=O)N2CCN(C(=O)c3ccc(N4CCC(C)CC4)c([N+](=O)[O-])c3)CC2)cc1	0.0	0.8	21.5	2.8	-2.9	-1.2	-8.8	0.6
O=C(Nc1nnc([C@@H]2C[C@H](O)[C@@H](CO)O2)s1)Nc1ccccc1C(F)(F)F	0.0	5.0	-3.7	5.2	/	-8.9	/	9.0
COc1ccc(N2C(=O)CCC(C(=O)N3CCN(c4ccccn4)CC3)C2c2ccc(F)cc2)cc1 (configuration not stated)	0.0	-1.7	0.7	1.4	-2.9	-1.2	-1.7	20.0
COc1ccc(CCNC(=O)CC(NC(=O)c2ccccc2Cl)c2ccccc2)cc1 (configuration not stated)	-0.1	-0.2	/	1.2	-6.5	3.0	-5.3	-15.1
COCC(=O)Nc1ccc2c(c1)[C@@H]1C[C@H](CC(=O)NCc3ccc(Cl)cc3)O[C@H](CO)[C@@H]1O2	0.0	/	0.4	-1.7	/	/	-2.7	-6.7
CCCCNC(=O)C1(C)CCN1C(=O)c1oc2ccccc2c1C (configuration not stated)	-0.1	-2.5	18.0	-0.5	/	1.0	-6.4	-31.3
O=C(c1ccc(N2CCN(C(=O)c3ccc(F)c(F)c3)CC2)cc1)c1cccc(F)c1	0.2	-4.3	-5.3	-0.2	-1.5	-1.8	/	4.4

Next part (three carried over from the part before).
SMILES	Xi reactivation	S100A4 MyoIIA	Statin myotox sup	Cneo AK release	SIRT5 inh	ERAP1 inh	PGC1a acetyl inh	LGR2 antag
COCC(=O)Nc1ccc2c(c1)[C@@H]1C[C@H](CC(=O)NCc3ccc(Cl)cc3)O[C@H](CO)[C@@H]1O2	0.0	/	0.4	-1.7	/	/	-2.7	-6.7
CCCCNC(=O)C1(C)CCN1C(=O)c1oc2ccccc2c1C (configuration not stated)	-0.1	-2.5	18.0	-0.5	/	1.0	-6.4	-31.3
O=C(c1ccc(N2CCN(C(=O)c3ccc(F)c(F)c3)CC2)cc1)c1cccc(F)c1	0.2	-4.3	-5.3	-0.2	-1.5	-1.8	/	4.4
CCCCn1nc2cc(C(=O)NCCc3cccs3)ccc2c1OCC	0.0	-2.8	-35.4	-4.6	-9.7	14.0	-3.5	-77.1
CN(C(=O)COC(=O)c1cn(-c2ccccc2)nc1-c1ccccc1)C1CCS(=O)(=O)C1 (configuration not stated)	0.0	3.2	1.1	-3.5	1.4	0.1	5.7	7.1
CC(C)CN(C(=O)CCc1ccccc1)c1c(N)n(CC(C)C)c(=O)[nH]c1=O	0.0	-10.2	/	/	-1.1	-5.5	/	/
O=C(C1CCCCC1)N1C[C@@H](O)[C@H](n2cc(C3CC3)nn2)C[C@@H]1c1ccccc1	-0.2	1.7	9.2	-0.7	0.9	-0.1	-19.3	-3.2
S=c1[nH]nc(Cc2n[nH]c(=S)n2-c2ccccc2)n1-c1ccccc1	0.2	-5.5	0.0	-0.3	-6.4	0.2	-2.6	-7.6
CO[C@H]1CN(C)C(=O)c2ccc(NC(=O)c3ccc(F)cc3)cc2OC[C@H](C)N(C)C[C@@H]1C	0.3	-12.1	/	/	-1.0	1.4	5.1	-10.5
O=C(O)c1cc([N+](=O)[O-])c(NCCC2=CCCCC2)c([N+](=O)[O-])c1	0.2	-3.0	/	/	-1.4	-0.5	/	-5.7
CC(NC(=S)Nc1ccc(Cl)cc1Cl)C(c1cccs1)N1CCCC1 (configuration not stated)	-0.1	0.9	-3.7	/	1.2	-3.5	-10.4	5.0
N#CC(C#N)=C(Nc1ccc(F)cc1)SCc1cccc(Br)c1	-0.5	-0.7	/	-17.2	2.6	18.4	15.3	27.1
COc1ccccc1NC(=O)c1cc[n+]([O-])cc1	0.3	8.4	15.8	2.2	-1.4	-0.1	6.6	-0.8
COc1ccc(-c2cc(=O)[nH]c(=S)[nH]2)cc1	0.0	1.7	2.6	-10.6	/	-1.8	20.5	0.7
Cc1cccc(C)c1N1C(=O)c2ccccc2NC(=O)C1C(=O)NCCOc1ccccc1 (configuration not stated)	0.8	1.9	/	/	2.0	4.7	/	-0.2
CO[C@H]1CN(C)C(=O)c2ccc(NC(=O)Nc3c(C)noc3C)cc2OC[C@@H](C)NC[C@H]1C	0.0	-6.2	21.8	-2.6	-5.9	/	2.9	2.5
C[C@H](CO)N1C[C@H](C)[C@H](CN(C)C(=O)NC2CCCCC2)Oc2ccc(NC(=O)CCCN(C)C)cc2CC1=O	0.0	-1.0	-6.0	-7.7	7.2	2.8	-2.1	5.9
O=C(Nc1ccnn1C1CCN(C(=O)c2cccnc2)CC1)c1cccc(F)c1	-0.1	0.6	8.9	9.7	/	-2.6	-7.8	-5.9
C[C@@H]1CN([C@@H](C)CO)C(=O)Cc2cc(NC(=O)Cc3ccccc3)ccc2O[C@H]1CN(C)Cc1ccc2c(c1)OCO2	0.0	12.4	33.5	0.2	0.1	-0.1	5.0	-2.3
CCc1nc2ccc(C(=O)N3CCN(c4cccc(C)c4C)CC3)cc2nc1CC	0.0	-0.5	7.2	7.2	3.8	1.5	1.5	-5.6
C[C@H](CO)N1C[C@H](C)[C@@H](CN(C)S(=O)(=O)c2ccc(F)cc2)Oc2ncc(C#CC3CCCCC3)cc2C1=O	-0.6	0.6	20.7	0.7	-1.4	-0.5	-9.5	6.8
CCCN1C2CCCC1CC(NC(=S)Nc1cccc(C)c1)C2 (configuration not stated)	0.8	-6.8	-18.0	2.4	-1.1	-5.5	/	/
O=C(Nc1cccnc1)c1ccc(CSc2ccccc2)cc1	0.0	-8.1	/	/	0.0	0.9	/	-20.1
CCn1c(O)c2ccc(C(=O)N=NC(=O)c3cccnc3)cc2c1O	/	-2.8	/	/	-0.7	4.1	/	6.4
Cc1c(C(=O)Nc2cccc([N+](=O)[O-])c2)cnn1-c1ccccc1	0.0	3.6	-20.1	-4.2	2.1	-0.3	-18.4	-49.2
O=C(O)Cn1nnc(COc2ccccc2)n1	0.0	-8.7	-0.8	1.4	1.8	3.3	/	-10.6
N#C[C@H]1[C@H](c2ccccc2)[C@@H](CO)N1C(=O)Cc1ccccc1	0.4	3.5	14.7	-1.4	/	-4.3	-5.0	7.9
Cc1onc(-c2ccccc2)c1C(=O)NC(C)CCc1ccccc1 (configuration not stated)	0.4	1.7	-7.2	1.2	-6.8	4.8	-11.7	7.9
Cc1cccnc1NC(=S)NCCc1ccccc1	-0.4	3.1	8.5	/	-0.8	/	-2.6	-66.4
COc1ccc(NC(=O)CN(C)CCOc2ccc(Cl)cc2)cc1OC	0.1	1.2	1.3	4.1	-6.5	-4.6	-7.8	11.1
COc1cccc(CN2CCN(C(=O)c3cccc4ccccc34)CC2)c1OC	/	4.0	-13.8	0.4	-2.3	-6.3	1.7	9.5
CCCC#Cc1ccc([C@H]2[C@@H](CO)N(C(=O)C3CCCCC3)[C@H]2C#N)cc1	0.4	1.9	-154.7	-1.0	2.5	1.6	4.1	-6.2
CC(C)Oc1ccc(OCCSc2nc3ccccc3n2CC(=O)O)cc1	0.0	0.4	2.4	-4.2	-0.6	10.2	11.5	3.8
Cc1noc(C)c1NC(=O)NCC[C@H]1CC[C@H](NC(=O)c2ccc(F)cc2)[C@H](CO)O1	-0.1	2.7	-7.8	-4.3	-1.4	-1.3	-5.6	-9.8
O=C(CN1CCOCC1)NCC[C@H]1CC[C@@H](NC(=O)c2ccccc2F)[C@H](CO)O1	0.0	-3.8	-0.3	16.4	-3.3	-0.4	-0.4	-1.9
CN1CCN(c2ccc(S(=O)(=O)N3CCCCC3)cc2NC(=O)COc2ccc(F)cc2)CC1	0.0	0.8	-0.5	-0.5	4.6	4.5	/	-8.2
CCOc1ccccc1NC(=O)COC(=O)Cc1cccs1	0.4	-6.0	/	1.3	8.2	-2.5	/	-8.7
C[C@H]1CN([C@@H](C)CO)C(=O)c2cc(NC(=O)CCC(F)(F)F)ccc2O[C@H]1CN(C)CC1CCCCC1	-1.1	-5.9	-13.7	10.5	4.1	3.0	4.5	5.9
Cc1nc(N2CCN(c3ccccn3)CC2)c2c(C)c(C(=O)Nc3ccc(F)c(Cl)c3)sc2n1	0.0	7.2	6.9	4.1	-2.8	0.0	-5.0	21.8
CO[C@@H]1CN(C)C(=O)c2ccc(NC(=O)NC(C)C)cc2OC[C@@H](C)N(Cc2cncnc2)C[C@H]1C	0.0	/	8.5	/	/	/	10.7	-10.2
CC(=O)c1ccc(N2CCN(S(=O)(=O)c3cccc4nsnc34)CC2)cc1	-0.1	-0.4	0.2	/	-0.2	-2.4	-11.4	-27.4
CCOc1ccccc1CNC(=O)C1CCCN(c2nnc(C)c3c(C)n(-c4ccccc4)nc23)C1 (configuration not stated)	0.0	7.8	3.8	-1.4	1.3	-0.1	-4.5	-12.8
CN(C1(C)CCS(=O)(=O)C1)S(=O)(=O)c1ccc2ccccc2c1 (configuration not stated)	-0.2	-1.6	3.9	-2.2	-1.3	-0.7	-40.9	10.8
C[C@H]1CN([C@@H](C)CO)C(=O)c2cccc(NC(=O)Nc3ccc(F)cc3)c2O[C@@H]1CN(C)Cc1ccc(C(F)(F)F)cc1	-0.7	-1.5	-8.4	51.1	-1.6	1.3	-19.8	26.1
Cc1[nH]c(=O)c(C#N)c(C)c1Br	/	5.6	-6.6	0.1	-3.3	0.1	11.1	12.8
O=C(Nc1ccccc1)N1CCCCN2[C@H](C1)[C@H](c1ccc(-c3ccccc3F)cc1)[C@@H]2CO	0.1	-3.1	/	-1.4	-1.0	-0.6	1.4	3.3
CC1CC(C)CN(C(=O)COC(=O)c2ccc3c(c2)OCCO3)C1 (configuration not stated)	-0.1	-4.3	5.2	-1.0	-0.9	-7.0	8.9	0.4
Cc1cc(C(C)(C)C)c(O)c(C)c1CC1=NCCN1	1.0	-8.4&-0.4	0.2	-1.3	-0.2	-0.5	9.0	-4.0
C[C@H]1CN([C@@H](C)CO)C(=O)c2cc(NC(=O)C3CC3)ccc2O[C@H]1CN(C)C(=O)Nc1ccc(C(F)(F)F)cc1	0.4	4.1	-5.7	54.5	2.3	-4.1	0.1	1.2
CCOC(=O)C(Cc1ccc(OC)c([N+](=O)[O-])c1)NC(=O)CCC(=O)Nc1ccc(C)cc1 (configuration not stated)	0.0	-1.5	/	/	6.4	-3.5	2.4	2.2

These rows are one share of the data (hit frequency here may not be typical).
